FXIIa inh: blocks human coagulation factor XIIa activity; inhibition, % at 10 µM; P00748; AID 701; purified human FXIIa, AMC substrate fluorescence, 2 h; 0.2% of 33,000 active; in the data active = inhibition above about 30%;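 note: 0% = enzyme with vehicle only and 100% = no enzyme blank; many of its hits are not listed in these tables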
FXIa inh: inhibitors of human coagulation factor XIa. inhibition, % at 10 µM. AID 687. P03951. 0.3% of 33,000 active. purified human FXIa, fluorogenic AMC substrate cleavage;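 active = inhibition above 40% in the primary screen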;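 note: 0% = enzyme without compound and 100% = blank wells lacking enzyme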
Target sequence (P03951 19-387 limits assumed): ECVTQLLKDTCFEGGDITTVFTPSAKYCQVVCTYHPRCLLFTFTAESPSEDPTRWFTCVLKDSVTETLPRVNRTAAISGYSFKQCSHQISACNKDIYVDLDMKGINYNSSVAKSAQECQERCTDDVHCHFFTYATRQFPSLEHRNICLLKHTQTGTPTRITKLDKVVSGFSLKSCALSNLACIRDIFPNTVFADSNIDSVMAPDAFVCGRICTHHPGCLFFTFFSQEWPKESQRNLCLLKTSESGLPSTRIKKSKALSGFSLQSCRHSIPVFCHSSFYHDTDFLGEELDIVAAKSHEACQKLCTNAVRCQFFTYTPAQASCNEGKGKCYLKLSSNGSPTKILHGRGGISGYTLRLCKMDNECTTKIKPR
Target sequence (P03951 388-625 limits assumed): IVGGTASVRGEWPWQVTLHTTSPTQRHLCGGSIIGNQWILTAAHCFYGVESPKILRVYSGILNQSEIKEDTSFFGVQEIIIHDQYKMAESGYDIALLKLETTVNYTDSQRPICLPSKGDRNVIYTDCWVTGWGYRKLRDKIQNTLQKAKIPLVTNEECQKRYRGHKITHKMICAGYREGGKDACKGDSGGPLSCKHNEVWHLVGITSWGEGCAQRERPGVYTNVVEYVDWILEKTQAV
* hit, by the source's call.

Values run as follows: FXIa inh, FXIIa inh
Oc1ccc2ccccc2c1C=Nc1ccc(N2CCOCC2)cc1
 : 12, 4
COc1ccc(CCN=C2SCC(=O)N2C)cc1OC
 : -1, 10
NCCCC(=O)O
 : -4, 3
Cn1nc(CC(=O)NCc2ccc(F)cc2)c2ccccc2c1=O
 : 2, 4
CCOC(=O)Cn1cc(C=O)c2ccccc21
 : -9, 7
CC(C)(c1ccccc1)c1ccc(OCCCNCCO)cc1
 : -7, 5
CN1C(=S)SC(N(O)C(=O)NC2CCCCC2)C1(C)C (stereo unspecified)
 : -3, 2
CCOC(=O)N1CCN(S(=O)(=O)c2ccc(OC)c(Cl)c2)CC1
 : 5, 5
COc1ccc(CN2CCOCC2)cc1OC
 : 1, 13
Cc1cc2ncn(S(=O)(=O)c3ccc(S(=O)(=O)N4CCCCCC4)cc3)c2cc1C
 : 4, 8
COc1cc(N2CCCC2)c(OC)cc1/C=C(/C#N)c1ccc(Br)cc1
 : 3, 5
Cc1nn(C(=O)N2CCOCC2)c(C)c1C
 : 1, 2
COc1ccc(C2(CN(C(C)=O)C(C)=O)CCCC2)cc1OC
 : -1, -12
CC(C)NS(=O)(=O)c1ccc(NC(=O)C2CCCCC2)cc1
 : -10, 8
COc1cc(NS(=O)(=O)c2ccc(NC(=S)NC(=O)C3CCCC3)cc2)nc(OC)n1
 : 6, 10
CCC(=O)Nc1ccc(C(=O)n2ccc(C)n2)cc1
 : 11, 19
CCOC(=O)C(=CNc1cc(C)nn1-c1ccc(Cl)cc1)C(=O)OCC
 : -5, -2
O=C(NCCc1ccccc1)C1CCN(S(=O)(=O)c2cccc3nonc23)CC1
 : 5, 7
O=c1[nH]c2ccc(Br)cc2c(-c2ccccc2)c1CN1CCOCC1
 : 7, 6
COCCCn1c(SCc2nnc(-c3ccc(OC)c(OC)c3)o2)nc2ccccc2c1=O
 : -3, 3
Cc1ccc(C(=C2C3C=CC2C2C(=O)NC(=O)C32)c2ccc(C)cc2)cc1 (stereo unspecified)
 : -13, 4
N#CC(=C1SC=CS1)c1nc(-c2ccccc2)cs1
 : 2, 9
O=c1cc(-c2ccccc2)[nH][nH]1
 : -1, -15
CCc1cc(=O)oc2cc(C)c(CN3CCCC(C)C3)c(O)c12 (stereo unspecified)
 : -4, 2
O=C(Nc1c(F)cccc1F)c1cnc(N2CCN(c3ccccn3)CC2)c2ccccc12
 : -2, 3
CCN=C1SC(C(=O)Nc2cccc(C)c2)CC(=O)N1CC (stereo unspecified)
 : -6, 7
CCOC(=O)CC(NC(=O)c1ccc(C)cc1)c1ccc(C)cc1 (stereo unspecified)
 : -16, -9
O=C(N/N=C/c1ccc(O)c(O)c1)c1ccc(CSc2cccc3cccnc23)cc1
 : 25, -4
CCSc1nc(=O)n(-c2ccccc2)c(C)c1C(C)=S
 : 0, -16
Cc1ccc(C2C(C(=O)O)c3ccccc3C(=O)N2C)c(C)c1 (stereo unspecified)
 : -2, 4

Ordered by the number under FXIIa inh (low to high): three from the list above
Values run as follows: FXIa inh, FXIIa inh
COc1ccc(C2(CN(C(C)=O)C(C)=O)CCCC2)cc1OC
 : -1, -12
CCOC(=O)C(=CNc1cc(C)nn1-c1ccc(Cl)cc1)C(=O)OCC
 : -5, -2
CCOC(=O)N1CCN(S(=O)(=O)c2ccc(OC)c(Cl)c2)CC1
 : 5, 5

Next records follow.
Values run as follows: FXIa inh, FXIIa inh
COc1ccc(S(=O)(=O)N(C)CC(=O)NCCC2=CCCCC2)cc1C
 : 21, -12
CC(C)c1nc2n[nH]c(N)c2c2c1CSC(C)(C)C2
 : 1, 6
O=C(N/C=N/OCc1ccc(Cl)cc1Cl)NOCc1c(Cl)cccc1Cl
 : -3, 7
Oc1c(C=Nc2cccc3nsnc23)ccc2ccccc12
 : -4, 5
CC(C)(C)NC(=O)CN(C(=O)CSc1nnc(COc2ccccc2)o1)c1cccc(F)c1
 : -2, 8
CCOc1ccc(Oc2cc(C)nc(SC)n2)nn1
 : 5, 11
COC(=O)c1ccc(CSc2nnc3sc4ccccc4n23)o1
 : 3, 6
CC(C)CC(=O)Nc1nc2ccc(S(=O)(=O)N3CCOCC3)cc2s1
 : 0, 7
Cc1ccccc1OCc1nc2ccccc2c(=O)n1N
 : -9, 11
O=Cc1c(N2CCCCCC2)nc2ccccn2c1=O
 : 12, 7
CCc1nnc(NC(=O)c2cccnc2)s1
 : -8, -1
CC(=O)O[C@]1(C(C)=O)CC[C@H]2[C@@H]3C=C(Cl)C4=CC(=O)CC[C@]4(C)[C@H]3CC[C@@]21C
 : 1, -2
COC(=O)c1c(C)nc(C)c2c(=O)oc3ccccc3c12
 : -1, 10
CC(C)(C)NC(=O)CSC(=Nc1ccc(F)cc1)NC#N
 : -11, 0
O=C1OCCC1Sc1nnc(-c2cccc(Br)c2)o1 (stereo unspecified)
 : 1, 4
CCCn1nc(CC(=O)OCC)c2ccccc2c1=O
 : -4, -3
O=C(COC(=O)c1ccccn1)NC12CC3CC(CC(C3)C1)C2
 : -4, -3
COc1ccc(Cl)cc1N/C(N)=N/c1nc(CSc2ccc(C)cc2)cc(=O)[nH]1
 : 15, -15
CO[C@H]1C=CO[C@@]2(C)Oc3c(C)c(O)c4c(O)c(c(C=NN5CCN(C)CC5)c(O)c4c3C2=O)NC(=O)C(C)=CC=C[C@H](C)[C@H](O)[C@@H](C)[C@@H](O)[C@@H](C)[C@H](OC(C)=O)[C@@H]1C
 : -7, 14
CCOCCCNC(=O)C(NC(=O)c1ccc(=O)[nH]c1)c1ccc(Cl)cc1 (stereo unspecified)
 : 7, 8
CCC(C)NS(=O)(=O)c1ccc(NC(=O)CCC2CCCCC2)cc1 (stereo unspecified)
 : 5, 2
COc1ccc(NC(=O)c2c(-c3ccccc3)noc2C)c(OC)c1
 : 0, 5
c1ccc(-c2cc3n(c2)CCc2ccccc2-3)cc1
 : 0, 11
NC(=O)C1CCN(c2oc(-c3ccccc3F)nc2S(=O)(=O)c2ccc(Cl)cc2)CC1
 : 1, 7
Cc1occc1-c1nnc(SCC(=O)c2ccc(F)cc2)o1
 : -1, 5
Cc1c(C(=O)OCC(C)C)[nH]c2c1C(=O)CC(c1cccs1)C2 (stereo unspecified)
 : 1, 3
O=C(C(c1ccccc1)c1ccccc1)N1CCN(Cc2ccco2)CC1
 : -5, 4
COc1ccc2[nH]c(=O)c(CN(C3CCCCC3)C(c3nnnn3Cc3ccco3)C(C)C)cc2c1 (stereo unspecified)
 : 5, 7
CCOC(=O)CC1=C(C(=O)OCC)C(c2cccs2)C(C#N)=C(N)O1 (stereo unspecified)
 : 10, -11
Cc1noc(C)c1COc1ccc(C(=O)OCC(=O)N2CC(=O)Nc3ccccc32)cc1
 : -6, 5
COc1ccc2nc(NC(=O)CSc3nc(C)cc(C)n3)sc2c1
 : 25, -16
C=CCN(CC=C)Cc1c(C)[nH]c2ccc(C(=O)OCC)cc2c1=O
 : -2, 27
Cc1cc(/C=N/n2cnnc2)c(C)n1-c1ccc(OCc2ccc(Cl)cc2Cl)cc1
 : -7, 3
CCOC(=O)CNS(=O)(=O)CCN1C(=O)c2ccccc2C1=O
 : 2, 3
COC(=O)c1cc(OC)c(OC)cc1NC(=O)c1ccc(OC)c(OC)c1
 : -2, 4
CCOc1ccc(C(CC(=O)O)NC(=O)C23CC4CC(CC(C4)C2)C3)cc1 (stereo unspecified)
 : -4, -3
CCOC(=O)c1ccc(-n2c(=O)[nH]c3ccccc3c2=O)cc1
 : -13, -17
Cc1cc(C)c(C#N)c(Oc2ccc(F)cc2)n1
 : -14, -11
CCOC(=O)c1ccc(NC=C2C(=O)OC3(CCCCC3)OC2=O)cc1
 : -27, 5
OCCN1CCN(c2ncnc3c2sc2nc(N4CCOCC4)c4c(c23)CCC4)CC1
 : 4, 9
Cc1ccccc1NC(=O)N1C2CCC1CC(O)(c1cccnc1)C2 (stereo unspecified)
 : 1, 6
CCCCCOC(=O)C1=C(C)Nc2ncnn2C1c1cccs1 (stereo unspecified)
 : -5, 9
CC(=O)Nc1ccc(Oc2ncccn2)cc1
 : 0, 1
Cc1ccc(S(=O)(=O)CCC(=O)N2CCN(c3ccc(Cl)cc3)CC2)cc1
 : -1, 3
CN(C(=O)C1CCOC1)c1nnc(-c2ccncc2)s1 (stereo unspecified)
 : 4, 0
Cc1ccc(C(=O)CCNc2ccccc2)o1
 : -6, 3
O=C(CCCN1C(=O)c2ccccc2C1=O)NCC1CCCO1 (stereo unspecified)
 : 44*, -11
Cc1ccc(Cl)cc1NC(=O)CCC(=O)Nc1cc(Cl)ccc1C
 : -1, 3
Cc1ncc([N+](=O)[O-])n1CC(C)O (stereo unspecified)
 : -6, 1
CCOC(=O)c1ccc(NC(=O)CCOc2ccccc2)cc1
 : 12, 7
CCn1c(CNc2ccc(Cl)cc2)nnc1SCC(=O)OC1CCCCC1
 : -8, 3
Brc1ccc(CSc2nnc(-c3ccccn3)n2Cc2ccco2)cc1
 : 0, 7
Cc1cccc(NC(=O)Cc2coc3ccc4ccccc4c23)n1
 : 9, 2
Cn1ncc(C#N)c1/N=C/N(Cc1ccccc1)Cc1ccccc1
 : 0, 5
N#CCCn1cc(/C=C(\C#N)c2nc3ccccc3s2)c(-c2ccc(F)cc2)n1
 : -7, 3
Cc1c(C(=O)O)oc2c1ccc1ccccc12
 : -1, -14
O=C(CSc1n[nH]c(-c2ccccc2)n1)Nc1ccc(Br)cn1
 : 6, 8
CN(C)CCNC(=O)CN1C(=O)COc2ccc(C(C)(C)C)cc21
 : 4, 9
COc1ccc(Nc2ncccc2C(=O)NCc2ccccc2)cc1
 : 12, 5
c1ccc(Cn2nnc(-c3ccccc3)n2)cc1
 : -6, 4

Individual results from the list.
Under FXIIa inh, Cc1ccc(C(=O)CCNc2ccccc2)o1 shows 3
Under FXIIa inh, CC(=O)Nc1ccc(Oc2ncccn2)cc1 shows 1
Under FXIIa inh, COc1ccc2nc(NC(=O)CSc3nc(C)cc(C)n3)sc2c1 shows -16
Under FXIIa inh, CCOC(=O)c1ccc(NC=C2C(=O)OC3(CCCCC3)OC2=O)cc1 shows 5
Under FXIa inh, N#CCCn1cc(/C=C(\C#N)c2nc3ccccc3s2)c(-c2ccc(F)cc2)n1 shows -7
Under FXIIa inh, Cc1ccc(S(=O)(=O)CCC(=O)N2CCN(c3ccc(Cl)cc3)CC2)cc1 shows 3

Next results
Values run as follows: FXIa inh, FXIIa inh
Cc1cc2cc(C(c3nnnn3Cc3ccccc3)N3CCc4ccccc43)c(=O)[nH]c2cc1C (stereo unspecified)
 : -9, 7
Cc1noc(NS(=O)(=O)c2ccc(NC(=O)C34CCC(CC3)C4)cc2)c1C
 : 6, 7
Cc1nnc(SCC(=O)N2CCCCC2)s1
 : -2, 5
CCOc1cccc(/C(O)=C2/C(=O)C(=O)N(CCOC)C2c2ccc(C)o2)c1 (stereo unspecified)
 : 2, 4
CCOc1ccc(S(=O)(=O)N(CCO)CCO)cc1-c1nc2c(C(C)(C)C)nn(C)c2c(=O)[nH]1
 : -3, 4
Cc1ccc(NS(=O)(=O)c2ccc(OCC(=O)N3CCOCC3)cc2)cc1
 : 99*, 8
CC(C)c1ccc(CN(C(=O)C2COc3ccccc3O2)C2CCS(=O)(=O)C2)cc1 (stereo unspecified)
 : 4, 1
CCN(CC(=O)NC1CCS(=O)(=O)C1)c1nc(-c2cccnc2)nc2ccccc12 (stereo unspecified)
 : 1, 2
C1=C2C[N+]3(CCCC3)CC2Cc2ccc3ccccc3c21 (stereo unspecified)
 : 0, 7
Cc1ccc(NC(=O)CC2COc3ccccc3O2)cc1 (stereo unspecified)
 : 3, -1
CCN(CC)c1ccc(N=Cc2ccc(N(CC)CC)cc2O)cc1
 : -1, 3
CCOc1ccc(S(=O)(=O)NCc2ccc(OC)cc2)c2cccnc12
 : 62*, 9
CCN(CC)S(=O)(=O)c1ccc(Cl)c(C(=O)NCc2ccccc2Cl)c1
 : -6, 4
OCc1cn(-c2ccccc2)nc1-c1ccc2c(c1)OCCO2
 : -1, 9
O=C(CC1NC(=O)NC1=O)Nc1ccc(Cl)cc1 (stereo unspecified)
 : -2, 8
CCOC(=O)C(NCc1ccc2c(c1)OCO2)(NC(=O)c1ccccc1)C(F)(F)F (stereo unspecified)
 : -6, -3
Cc1ccc(SC(C)C(=O)Nc2c(C)n(C)n(-c3ccccc3)c2=O)cc1 (stereo unspecified)
 : -4, 0
Cn1c(=O)[nH]c(=O)c2c1nc(N1CCOCC1)n2CCSc1ncccn1
 : -13, 4
COc1cccc(-n2nnc3c(=O)n(Cc4ccccc4Cl)cnc32)c1
 : 1, 9
O=C(O)CN(c1ccccc1)C1SC(=O)NC1=O (stereo unspecified)
 : 4, 3
CCSc1nc(-c2ccc(OC)cc2)n(-c2nc3ccccc3s2)n1
 : -1, 1
O=Cc1ccc2noc(-c3ccc(F)cc3)c2c1
 : 3, -2
Brc1ccc2c(c1)CNc1c(ncnc1N1CCOCC1)O2
 : -1, 3
CCc1ccc(Nc2nnc(SCn3nnc4ccccc4c3=O)s2)cc1
 : 7, 3
O=C(Nc1ccccc1Sc1ccccc1)C1CCCO1 (stereo unspecified)
 : 4, 4
Cc1c(C=O)c2ccccn2c1C(=O)c1ccccc1
 : 1, 3
COC(=O)C1=C(C)NC(=O)/C1=C\c1cc(C)n(-c2cc(C)cc(C)c2)c1C
 : 23, -13
CCN(CC)C(=O)c1ccccc1NC(=O)c1cccc(S(=O)(=O)N(CC)CC)c1
 : 3, 3
c1ccc(-c2csc3ncn4nnnc4c23)cc1
 : 2, 19
O=C(c1ccncc1)N1CCN(c2ccc(F)cc2)CC1
 : -7, 7
Oc1oc(-c2ccccc2)nc1C=NCc1ccccc1
 : 6, 0
O=C1CC(SCc2nc3ccccc3[nH]2)C(=O)N1c1cccc(Cl)c1 (stereo unspecified)
 : 15, -8
CCOC(=O)c1c(-c2cccs2)csc1NC(=O)CN(CC)CC
 : -2, 5
Cc1sc(NC(=O)c2oc3ccccc3c2C)c(C#N)c1C
 : 4, 5
CCCCNc1oc(-c2cccs2)nc1S(=O)(=O)c1ccccc1
 : -4, 4
N/C(=N\OC(=O)Cc1ccc(-c2ccccc2)cc1)c1ccccn1
 : 3, 7
Cc1ccc(OCC(=O)N2CCCCC2)c(Br)c1
 : 2, 3
Cc1ccc2nc(NC(=O)CCCc3nc4ccccc4s3)sc2c1
 : 17, -18
Cc1nc(SCC(=O)NCCc2ccc(Cl)cc2)nc(C)c1C
 : -5, 7
COc1ccc(OC)c(C2=Nn3c(nnc3C3CCCCC3)SC2)c1
 : 4, 12

This is a subset, so the mix of outcomes need not match the whole.
